# PhoP GFP inhibition: PhoP regulon inhibitors, Salmonella typhi PhoP promoter GFP reporter, confirmatory (AID 1850); 310,000 tested, 0.33% active; inhibition, % at 50 µM; hits with a dose series show IC50 in µM; Salmonella Typhi PhoP-promoter GFP reporter, fluorescence, 4 h; higher % means a stronger effect; in the data active = a potency from the dose series; inconclusive = inhibition mostly from about 25% at the one dose, without a potency; inactive = the rest, 99 in 100 with inhibition below about 19%;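 also: 0% = induced wells with vehicle and 100% = uninduced wells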
# M. tuberculosis HTS: M. tuberculosis growth inhibition, HTS (AID 449762) | inhibition, % at 25 µM; hits with a dose series show IC50 in µM | M. tuberculosis H37Rv growth inhibition, 7H9 media; higher % means a stronger effect | 330,000 tested, 0.59% active; in the data active = a potency from the dose series; inconclusive = inhibition above about 70% without an active follow-up result;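 also: bacterial growth assessed after seven days of incubation; strong numbers were not always called active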
# H1N1 NS1A inhibition: H1N1 influenza NS1A inhibitors, functional cell based assay (AID 504329). NS1A functional cell-based assay, percent inhibition; higher % means a stronger effect. one-dose inhibition, % at 12.5 µM; IC50 in µM for titrated hits. 340,000 tested, 0.3% active; in the data active = a potency from the dose series; inconclusive = inhibition above about 27% without an active follow-up result; also: strong numbers were not always called active
# tuberculosis growth: growth inhibition of non-replicating M. tuberculosis (AID 488890); inhibition, % at 25 µM, or IC50 in µM where a hit was titrated; Mycobacterium tuberculosis non-replicating, growth inhibition; higher % means a stronger effect; 320,000 tested, 0.39% active; in the data active = a potency from the dose series; inconclusive = inhibition mostly from about 82% at the one dose, without a potency; inactive = the rest, 99 in 100 with inhibition below about 76%;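 also: plate controls were DMSO cells for no effect and high antibiotic wells for full effect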
# VEEV TC-83 Vero: inhibitors of VEEV TC-83 cytopathic effect, confirmation, Vero cells (AID 588727); one-dose inhibition, % at 20 µM; IC50 in µM for titrated hits; Vero cells, VEEV TC-83 cytopathic effect inhibition; higher % means a stronger effect; 350,000 tested, 0.13% active; in the data active = a potency from the dose series; inconclusive = inhibition mostly from about 14% at the one dose, without a potency; inactive = the rest, 99 in 100 with inhibition below about 12%; also: strong numbers were not always called active
# VEEV TC-83 Vero 10K pilot screen: second read-out of VEEV TC-83 Vero, no call of its own (marks repeat the call); inhibition, %; measured here: 10K pilot screen inhibition
# * marks the source's active call; other numbers are inactive results; i = inactive; ? = inconclusive; nt = not tested or not shown.
# Start of the data: the first 3 compounds (preview)
SMILES,PhoP GFP inhibition,M. tuberculosis HTS,H1N1 NS1A inhibition,tuberculosis growth,VEEV TC-83 Vero,others
CCCN1CCN(C(=O)C2CCN(c3nnc(C)c4c(C)n(-c5ccc(C)cc5)nc34)CC2)CC1,-2%,8%,-4%,36%,0.6%,
COCCNC(=S)N(Cc1cc2cc(C)ccc2n2nnnc12)C1CCCC1,4%,4%,-9%,-2%,1.6%,
CC(C)Oc1ccc(C(CC(=O)O)n2cnnn2)cc1 (stereo unspecified),-2%,-7%,nt,-16%,1.4%,

# Main list, from the first entry:
SMILES,PhoP GFP inhibition,M. tuberculosis HTS,H1N1 NS1A inhibition,tuberculosis growth,VEEV TC-83 Vero,others
CCCN1CCN(C(=O)C2CCN(c3nnc(C)c4c(C)n(-c5ccc(C)cc5)nc34)CC2)CC1,-2%,8%,-4%,36%,0.6%,
COCCNC(=S)N(Cc1cc2cc(C)ccc2n2nnnc12)C1CCCC1,4%,4%,-9%,-2%,1.6%,
CC(C)Oc1ccc(C(CC(=O)O)n2cnnn2)cc1 (stereo unspecified),-2%,-7%,nt,-16%,1.4%,
Cc1cccc(C)c1N(Cc1ccccc1F)S(C)(=O)=O,-8%,-4%,nt,9%,2.4%,
CC(=O)N1CCN(c2ccc(NC(=O)c3ccc4c(c3)OCCO4)cc2Cl)CC1,2%,29%,0%,nt,7.1%,
O=C(COC(=O)c1c(Cl)cccc1Cl)Nc1cc(Cl)ccc1Oc1ccccc1,-12%,10%,-5%,39%,0.4%,
Cc1cccc(NS(=O)(=O)c2csc(C(N)=O)c2)c1,-15%,10%,14%,-6%,i,
CCOC(=O)c1c(C)n(CCOC)c2ccc(O)cc12,1%,-6%,9%,-1%,i,
CC(=O)N1CCC2(CC1)C/C(=N\NC(=S)Nc1ccc(C)cc1)c1cc(O)ccc1O2,0%,6%,9%,43%,8.3%,
CC(C)N1CC(C(=O)Nc2nc3ccccc3s2)CC1=O (stereo unspecified),-9%,-4%,4%,4%,5.5%,
CCOc1ccc(-c2ccc(/C=C3/C(=N)N4C=CSC4=NC3=O)o2)c([N+](=O)[O-])c1,-13%,4%,5%,-11%,0.3%,
CCOC(=O)c1ccc(NC(=S)N2CCN(CCNC3=CC(=O)CC(C)(C)C3)CC2)cc1,6%,38%,2%,20%,0.9%,
C/C(=N\NC(=S)NC1CCCCC1)c1ccc(OC(F)F)cc1OC(F)F,-5%,4%,1%,-5%,i,
COc1ccc(CC(=O)N/N=C/c2c(C)n(C)c3ccccc23)cc1OC,0%,-5%,nt,-3%,2.7%,
COCc1nnc(NC(=O)CCN2C(=O)c3ccccc3C2=O)s1,-4%,-4%,7%,5%,0.8%,
CCOC(=O)Cc1csc(NC(=O)c2ccc(C)c(S(=O)(=O)N3CCOCC3)c2)n1,nt,-2%,9%,6%,3.4%,
CCCC(=O)Nc1nc2ccc(S(N)(=O)=O)cc2s1,-2%,-6%,5%,nt,1.7%,
O=C(Nc1ccccc1)/C(=C\c1ccco1)NC(=O)c1ccco1,-25%,-5%,10%,16%,1.5%,
O=C1C2CCCN2C(c2ccc(Cl)c(Cl)c2)N1c1ccccn1 (stereo unspecified),-9%,-1%,6%,4%,0.1%,
Cc1ccc(-n2cc(CN3CCCN(C=O)CC3)c(-c3ccc(F)cc3)n2)cc1,-5%,?,9%,15%,3.7%,
O=C(N/N=C/c1ccccc1O)c1cc[n+]([O-])cc1,12%,-4%,4.5µM*,15%,0.5%,
COc1ccc(CCC(=O)N2CCCC(Nc3ccccc3)C2)cc1OC (stereo unspecified),1%,4%,5%,4%,0.2%,
Cc1ccc(-c2nnc(-c3ccccc3S(=O)(=O)Cc3ccc(Cl)cc3)o2)cc1,-6%,-6%,1%,-8%,1.8%,
CCOC(=O)C(Cc1ccccc1)C(=O)c1ccco1 (stereo unspecified),8%,-2%,-5%,8%,0.9%,VEEV TC-83 Vero 10K pilot screen=2.1
COC(=O)c1sccc1NC(=O)c1cccc(OC)c1,1%,0%,-5%,51%,6.3%,
COc1cccc(NC(=S)NCc2ccc3c(c2)cc(C)n3C)c1,nt,nt,-7%,nt,0.9%,
O=C(NCCNC1CCN(Cc2ccccc2)CC1)c1cccs1,8%,-2%,nt,-2%,nt,
Cc1occc1C(=O)Nc1cccc([N+](=O)[O-])c1C,4%,-7%,2%,-12%,i,
COc1ccccc1N(C)S(=O)(=O)c1ccc(C(=O)N(C)Cc2ccc(Cl)s2)cc1,nt,-5%,5%,39%,7.4%,
CCC/C(=N\NC(=O)c1ccc(OC)c(OC)c1)c1ccccc1,-6%,-5%,-8%,6%,3.6%,
Cc1cc(O)c(/C=N/Nc2cccc(Cl)c2)c(=O)o1,17%,94%,-14%,44%,5.4%,
CCOC(=O)C1CCN(C(=O)c2cccnc2Cl)CC1,-6%,-4%,3%,7%,2.6%,
O=C(COc1ccc(Br)cc1CO)N1CCCc2ccccc21,-6%,3%,9%,31%,1.4%,
CN(C)S(=O)(=O)N1CCN(c2ccccc2Cl)CC1,0%,4%,1%,-3%,0.5%,
COc1cccc(-c2cc(=O)[nH][nH]2)c1,-2%,-2%,-6%,0%,1.2%,
COc1ccc(C(F)(F)F)cc1N/C=C\c1nnnn1-c1ccc(C)cc1,-3%,-7%,16%,-5%,6.3%,

# An excerpt from above in order of molecular weight, high to low.
SMILES,PhoP GFP inhibition,M. tuberculosis HTS,H1N1 NS1A inhibition,tuberculosis growth,VEEV TC-83 Vero,others
O=C(NCCNC1CCN(Cc2ccccc2)CC1)c1cccs1,8%,-2%,nt,-2%,nt,
CCOC(=O)C1CCN(C(=O)c2cccnc2Cl)CC1,-6%,-4%,3%,7%,2.6%,
COC(=O)c1sccc1NC(=O)c1cccc(OC)c1,1%,0%,-5%,51%,6.3%,

# Continuation:
SMILES,PhoP GFP inhibition,M. tuberculosis HTS,H1N1 NS1A inhibition,tuberculosis growth,VEEV TC-83 Vero,others
O=C(c1noc2c1CCc1ccccc1-2)N1CCOCC1,-4%,3%,20%,1%,2.4%,
CCn1c(-c2ccc3ncccc3c2)n[nH]c1=S,-5%,-2%,0%,-7%,1.7%,
OC(COC(c1ccccc1)c1ccccc1)CN1CCCCC1 (stereo unspecified),0%,-9%,2%,9%,i,
O=C(Cc1ccccc1)N1CCN(Cc2ccccc2Cl)CC1,-10%,0%,-1%,-4%,i,
O=C(CNC(=O)C1CCCCC1)Nc1ccccc1,-4%,-11%,-8%,0%,0.4%,
COc1ccc(NC(=O)CN(c2ccc(Cl)cc2)S(C)(=O)=O)cc1OC,-7%,3%,-13%,-3%,0.8%,
CC(=O)N/C(=C\c1ccccc1)C(=O)OCC(=O)c1ccccc1,3%,1%,-3%,-12%,1.9%,
Cc1ccc(N2C(=O)C3N=NN(CC(=O)N4N=C(c5cccc6ccccc56)CC4c4ccccc4)C3C2=O)cc1 (stereo unspecified),-7%,7%,3%,39%,1.3%,
CCOC(=O)Cn1c(=O)sc2ccccc21,2%,-14%,7%,-22%,i,VEEV TC-83 Vero 10K pilot screen=1.4
CC(=O)N(Cc1ccccc1)C(CC(=O)NCc1ccccc1)C(=O)O (stereo unspecified),nt,nt,4%,nt,0.3%,
Cn1c(/N=C/c2c(O)ccc3ccccc23)nc2ccccc21,-11%,2%,10%,26%,1.2%,
Cc1ccc(NC(=O)CC2S/C(=N/N=C/C=C/c3ccccc3)NC2=O)cc1Cl (stereo unspecified),-7%,-6%,17%,-14%,0.1%,
O=C(CSc1nnc(SCc2ccccc2)s1)N/N=C/c1c(Cl)cccc1Cl,13%,8%,-6%,?,1.9%,
CCOC(=O)C1CCCN(C(=O)c2cn(-c3ccccc3)nc2-c2cccnc2)C1 (stereo unspecified),7%,3%,2%,0%,5.5%,
CC(C)CC(C(=O)NC(C)(C)C)N(Cc1ccccc1Cl)C(=O)c1snc(C(N)=O)c1N (stereo unspecified),6%,1%,-8%,19%,2.3%,
CC(C)(C)c1[nH]nc2c1C(c1ccncc1)C(C#N)=C(N)O2 (stereo unspecified),-7%,-2%,9%,0%,7.7%,
Nc1c(NCc2ccccc2F)c(=O)[nH]c(=O)n1Cc1ccccc1,-8%,1%,3%,9%,1.5%,
O=C1CC(c2ccc(S(=O)(=O)NCCOc3ccccc3)cc2)CN1 (stereo unspecified),-7%,-6%,1%,4%,i,
Cn1c(SCC(=O)Nc2cccc3ccccc23)nc(O)cc1=O,-9%,-1%,10%,25%,1.9%,
Cc1ccc(-c2csc(N=C(N)N)n2)cc1,4%,6%,-11%,44%,0.5%,
O=C(c1ccc(COCC(F)(F)F)cc1)N1CCN(c2ccccn2)CC1,2%,1%,-7%,-2%,0.4%,
OCC1(CCOc2ccccc2)CCN(Cc2cn[nH]c2-c2ccccc2)CC1,-4%,3%,8%,2%,i,
Cc1ccccc1Cn1nnc2c1C(=O)c1ccccc1C2=O,5%,2%,7%,22%,i,
COc1ccc(C(=O)NCc2ccc(C)cc2)cc1S(=O)(=O)N1CCCc2ccccc21,-12%,6%,15%,21%,3.3%,
CCOc1ccccc1CNc1nc2nc3c(c(=O)n2[nH]1)CCC3,5%,0%,1%,-12%,2.5%,
O=C(NCc1ccc(F)cc1)c1ccc2c(=O)n3c(nc2c1)CCCCC3,-12%,-6%,-1%,10%,0.7%,
O=C1CSC(=S)N1c1ccc(Cl)c(Cl)c1,-5%,2%,4%,62%,1.6%,
Cc1nc2c(=O)n(C)c(=O)nc-2n(C)n1,1.3µM*,?,0%,8.2µM*,0.3%,
CC12CCC(C(=O)NC(c3ccccc3)c3ccccc3)(OC1=O)C2(C)C (stereo unspecified),-5%,-8%,-2%,23%,i,
CN(C1CCCCC1)S(=O)(=O)c1cn(C)c(=O)n(C)c1=O,nt,-6%,-14%,-16%,0.3%,
COCCn1c(SCC(=O)c2c(N)n(C3CC3)c(=O)[nH]c2=O)nnc1-c1ccc(Cl)cc1,nt,-12%,-4%,-8%,0.7%,
CC(C)N1CCN(CCCc2ccccc2)CC1CCO (stereo unspecified),9%,-1%,-1%,-5%,0.1%,
COc1ccccc1NC(=O)C12CC3CC(C1)CC(c1ccc(C)cc1)(C3)C2,-1%,-7%,5%,-1%,5.7%,
COc1ccc(C(=O)Cc2cc(OC)c(OC)cc2[N+](=O)[O-])cc1,3%,-5%,2%,-7%,i,
O=C(NCc1ccccc1)C(C(=O)c1ccc(F)cc1)n1ccccc1=O (stereo unspecified),-2%,6%,5%,-5%,1.4%,
CC1=C(C)CC(C(=O)NC(C)CCc2ccccc2)C(C(=O)O)C1 (stereo unspecified),6%,-4%,-11%,13%,2.8%,
COc1ccccc1NS(=O)(=O)c1cc(C(=O)N2CC(C)CC(C)C2)ccc1C (stereo unspecified),5%,-11%,6%,20%,0.5%,
CCOC(=O)C1(CCOc2ccccc2)CCN(Cc2ccc(F)c(OC)c2)CC1,5%,5%,2%,21%,i,
O=C(/C=C/c1ccc2c(c1)OCO2)NCCCN1CCOCC1,1%,-2%,-4%,4%,i,
CCCCc1ccc(NC2=NCC(=O)N2CCc2ccccc2)cc1,7%,18%,-4%,61%,i,
NC(=O)C1CCN(CC(O)COCc2ccccc2Cl)CC1 (stereo unspecified),9%,5%,-7%,-16%,0.0%,
Cc1ccccc1NC(=O)OCc1cn(-c2ccc(Cl)cc2)nn1,-3%,3%,-4%,4%,2.9%,
CCOc1cc(CNc2ccc(S(N)(=O)=O)cc2)ccc1OCC(=O)NC(C)(C)C,4%,0%,-13%,-2%,1.0%,
COc1ccccc1CNC(=O)CSc1ccc(Br)cc1,-4%,2%,-10%,67%,1.3%,
O=C(CN1CCc2cc3c(cc2C1)OCCCO3)Nc1cccc(Br)c1,4%,-3%,8%,34%,2.0%,
CC(CC(=O)Nc1ncc([N+](=O)[O-])s1)c1ccccc1 (stereo unspecified),1%,1%,9%,?,3.3%,
CC(=O)Nc1c(Br)cc2c(c1Br)Cc1cc([N+](=O)[O-])ccc1-2,nt,nt,-6%,nt,2.4%,
CCOc1ccc(C2C(C#N)=C(N)Oc3c2c(=O)oc2ccccc32)cc1 (stereo unspecified),7%,2%,7%,-1%,i,
Cc1ccc(S(=O)(=O)N(C)Cc2ccc(-c3nnc4n3CCC4)cc2)cc1,-3%,-7%,-19%,-1%,0.0%,

# 2 neighbouring compounds from above, for reference:
SMILES,PhoP GFP inhibition,M. tuberculosis HTS,H1N1 NS1A inhibition,tuberculosis growth,VEEV TC-83 Vero,others
COc1ccccc1NS(=O)(=O)c1cc(C(=O)N2CC(C)CC(C)C2)ccc1C (stereo unspecified),5%,-11%,6%,20%,0.5%,
CCOC(=O)C1(CCOc2ccccc2)CCN(Cc2ccc(F)c(OC)c2)CC1,5%,5%,2%,21%,i,
